Bioassay records as filed in PubChem.
RNase H inhibition: RNase H inhibition, HIV 1 Gag Pol polyprotein, FRET biochemical assay, screening (AID 372); HIV-1 RT RNase H, FRET RNA/DNA substrate fluorescence; higher % means a stronger effect; inhibition, % at 10 µM; hits with a dose series show IC50 in µM; 0.77% of 100,000 active; in the data active = inhibition above about 50%
The depositor's hits bear a star.

SMILES	RNase H inhibition
O=[N+]([O-])c1ccc(S(=O)(=O)Nc2cc(Cl)cc(Cl)c2)cc1	5%
CC(C)CNC(=O)C(=O)Nc1ccc(Br)cc1	7%
O=C(Nc1nccs1)C(=O)NC1CCCC1	1%
Cc1ccc(N2CC(C(=O)N/N=C/c3ccc([N+](=O)[O-])cc3)CC2=O)cc1 (stereo not drawn)	26%
CC1(C)CC(=O)C2=C(C1)Nc1ccccc1NC2c1cccc(C(F)(F)F)c1 (stereo not drawn)	3%
c1ccc(CN2CCC(N3CCN(Cc4ccccc4)CC3)CC2)cc1	10%
CCCC(=O)Nc1ccc(NC(=O)c2ccc(C)c(C)c2)cc1	0%
COc1ccc(C2CC(=O)C3=C(C2)NC(C)=C(C(=O)OC2CCCC2)C3c2ccc(OC)c(Br)c2)cc1 (stereo not drawn)	6%
COc1ccc(C(=O)Nc2ccc3oc(-c4ccc(OC)c(Cl)c4)nc3c2)cc1	29%
COc1cc(C2c3[nH]c4ccccc4c3CC3C(=O)N(C)C(=S)N32)cc(OC)c1O (stereo not drawn)	0%
CC(C)(C)NCC(O)COc1ccccc1C(C)(C)C (stereo not drawn)	10%
C(=Nc1ccc2ccccc2c1)c1cccnc1	8%
O=C(Nc1ccc(F)c(Cl)c1)c1cccnc1	8%
CCCCN(Cc1ccccc1)C(=O)C1CCN(Cc2c(F)cccc2Cl)CC1	46%
Cc1cccc(C(=O)NC(=S)Nc2ccc3oc(-c4cccc(C)c4)nc3c2)c1	12%
Cc1ccc(-c2nc3ccccc3c(C(=O)Nc3cc(Cl)cc(Cl)c3)c2C)cc1	23%
O=Cc1ccc(OCc2ccc(C(=O)O)cc2)cc1	7%
COc1ccc(OC)c(/C=N/NC(=O)/C(=C\c2ccc3c(c2)OCO3)NC(=O)c2ccccc2)c1	0%
CC(=O)Nc1ccc(Cl)c(-c2nc3cc(Cl)ccc3o2)c1	16%
Cc1ccc(CNS(=O)(=O)c2ccccc2[N+](=O)[O-])cc1	24%
COc1cc(/C=C2\SC(=O)NC2=O)cc(Cl)c1OCCOc1cc(C)ccc1C	25%
COc1ccc(S(=O)(=O)Nc2ccccc2I)cc1	3%
C/C(=N\Nc1nc(-c2ccccc2)nc(C)c1C)c1cccc([N+](=O)[O-])c1	5%
COC(=O)c1cc(Nc2nc3ccccc3nc2NS(=O)(=O)c2ccccc2)ccc1Cl	9%
N=c1sc(Cc2ccccc2Cl)cn1CC(=O)c1ccccc1	12%
O=C(Nc1ccccc1Cl)c1ccn(C(=O)c2cccc(Cl)c2)n1	6%
CCOC(=O)C1=C(C)OC(N)=C(C#N)C1c1cccc(C)c1 (stereo not drawn)	12%
CCOc1ccccc1NC(=S)NCc1ccccc1	8%
CCCCOc1ccc(NC(=O)c2cccc(OC)c2)cc1	4%
O=C(CCC1CCCC1)NCC1CCCO1 (stereo not drawn)	0%

Five entries out of the list, ordered by SMILES length, high to low.
SMILES	RNase H inhibition
COC(=O)c1cc(Nc2nc3ccccc3nc2NS(=O)(=O)c2ccccc2)ccc1Cl	9%
COc1cc(/C=C2\SC(=O)NC2=O)cc(Cl)c1OCCOc1cc(C)ccc1C	25%
O=C(Nc1ccccc1Cl)c1ccn(C(=O)c2cccc(Cl)c2)n1	6%
N=c1sc(Cc2ccccc2Cl)cn1CC(=O)c1ccccc1	12%
CCOc1ccccc1NC(=S)NCc1ccccc1	8%

(further entries)
SMILES	RNase H inhibition
Cc1cc(/C=C2\SC(=O)N(c3ccccc3)C2=O)c(C)n1-c1cccc(F)c1	29%
O=C(COc1ccc(Br)cc1)Nc1nc(-c2ccccc2)cs1	15%
C=CCOc1ccc2c(C)c(CC)c(=O)oc2c1C	10%
Cc1occc1C(=O)NNC(=O)c1ccccc1F	3%
COc1cccc2c1OC1c3ccccc3OC2C1C (stereo not drawn)	15%
CC(=O)C1=C(C)NC(SCC(=O)c2ccc(Cl)c(Cl)c2)=C(C#N)C1c1cccc([N+](=O)[O-])c1 (stereo not drawn)	44%
CC1=C(C(=O)OC2CCCCC2)C(c2cc([N+](=O)[O-])ccc2Cl)CC(=O)N1 (stereo not drawn)	6%
COc1cc(/C=C2/NC(=S)NC2=O)ccc1OC(C)C	20%
CC(C)C(=O)NS(=O)(=O)c1ccc(N)cc1	5%
Cc1ccccc1OCCOc1ccc(/C=C2/C(=N)N3N=C(C(C)C)SC3=NC2=O)cc1	5%
CCOC(=O)C1=C(C)NC(=O)NC1c1ccc(N2CCOCC2)cc1 (stereo not drawn)	10%
COc1ccccc1OCCOc1ccc(C(C)(C)c2ccccc2)cc1	28%
Cc1c(C(=O)Nc2ccc(Oc3ccccc3)cc2)cccc1[N+](=O)[O-]	13%
COc1cc(C2N=C(N)Nc3nc4ccccc4n32)ccc1O (stereo not drawn)	0%
COc1ccc(CNC2CC(=O)N(C)C2=O)cc1 (stereo not drawn)	4%
O=C(Nc1cccnc1)c1cc2n(n1)C(C(F)(F)F)CC(c1ccc(Br)cc1)N2 (stereo not drawn)	12%
COc1ccc(C(=O)Nc2ccc([N+](=O)[O-])cc2C)cc1I	15%
OCCNCCCCCOc1ccc(Cl)cc1	9%
CCC(C)c1ccccc1OCCn1cc(/C=C2/SC(=S)NC2=O)c2ccccc21 (stereo not drawn)	22%
O=C(O)/C=C\C(=O)NN=C(c1ccccc1)c1ccccc1	5%
CCn1c2ccccc2c2cc(CN3CCN(C(=O)c4ccc([N+](=O)[O-])cc4)CC3)ccc21	7%
O=C1CC(c2cccc(C(F)(F)F)c2)c2ccc3ccccc3c2N1 (stereo not drawn)	19%
Cc1ccc(/C(O)=C2\C(=O)C(=O)N(c3nccs3)C2c2cccc(Br)c2)cc1 (stereo not drawn)	0%
COc1cc(C2Nc3cc(C)c(C)cc3NC3=C2C(=O)CC(C)(C)C3)cc(Br)c1OC (stereo not drawn)	15%
COc1ccc(C2CC(=O)C3=C(C2)NC(C)=C(C(=O)OCCOc2ccccc2)C3c2cccc(F)c2)cc1 (stereo not drawn)	16%
Cc1ccccc1C(=O)Nc1ccc2nc(SCC(=O)Nc3ccccc3)sc2c1	6%
Cc1ccc(Nc2nc3nonc3nc2NNc2ccccc2)cc1Cl	11%
COc1ccc(NC(=O)c2ccc(-c3ccc(F)cc3)o2)cc1OC	14%
Cc1occc1C(=O)N/N=C/c1ccc(F)c(Br)c1	26%
O=C(N/N=C/c1cc2c(cc1[N+](=O)[O-])OCO2)c1cccc(Cl)c1	12%
O=C(Nc1ccccc1)c1cccc(Br)c1	6%
Cc1c(C(=O)O)cccc1-c1ccc(/C=C(/C#N)C(=O)Nc2ccc(Br)cc2)o1	5%
CCCCc1ccc(-c2nc(-c3ccncc3)no2)cc1	19%
COC(=O)c1ccc(NC(=O)C(C)N2C(=O)c3cccc4cccc(c34)C2=O)cc1 (stereo not drawn)	15%
Cc1cccc2c1N(C(=O)Cc1ccccc1)C(C)(C)c1ssc(=S)c1-2	10%
O=C1/C(=C\c2cc3c(cc2Br)OCO3)SC(=S)N1Cc1ccccc1	0%
CSc1ccc(CN2CCN(C(=O)c3ccco3)CC2)cc1	0%
CCc1ccc(C(=O)CSC2=C(C#N)C(c3cccc([N+](=O)[O-])c3)C(C(C)=O)=C(C)N2)cc1 (stereo not drawn)	31%
CCOC(=O)c1c(NC(=O)/C=C/c2cccs2)sc(C(C)=O)c1C	6%
O=C(Nc1cccc(NC(=O)c2cccs2)n1)c1cccs1	8%
Cc1ccc(O)c(NC(=O)c2cc3nc(-c4ccccc4)cc(C)n3n2)c1	21%
COc1ccc(CCNC(=O)CC(=O)N/N=C/c2ccco2)cc1OC	12%
COc1cc(/C=C2\C(=O)NC(=O)N(c3ccc(C)cc3)C2=O)ccc1OCc1ccc([N+](=O)[O-])cc1	0%
Cc1ccc(S(=O)(=O)ON=C2C=CC(=O)C=C2)cc1	20%
CC(Oc1cccc(Cl)c1)C(=O)Nc1nncs1 (stereo not drawn)	1%
COc1ccc(Cl)cc1C1OC2(C(=O)c3ccccc3C2=O)C2C(=O)N(c3ccc(C)cc3)C(=O)C12 (stereo not drawn)	18%
COc1ccc(CN2CCN(c3c4c(c(C#N)c5nc6ccccc6n35)CCC4)CC2)cc1	1%
CN(C)CC(=O)C12CC3CCC(CC(C3)C1)C2	0%
CCSCCOC(=O)C1=C(C)N(C)C(=O)NC1c1ccc([N+](=O)[O-])cc1 (stereo not drawn)	2%
COc1ccc(NC(=S)NC(=O)c2cc3ccccc3o2)c(OC)c1	16%

Next part:
SMILES	RNase H inhibition
O=C(Nc1sc2c(c1C(=O)Nc1ccccc1)CCC2)c1cccc(Br)c1	19%
COc1cc2c(cc1C)C(=O)C(C1(O)C(=O)N(C)c3ccccc31)CC2 (stereo not drawn)	5%
CC(=O)NC(=O)c1ccccc1OCc1ccc([N+](=O)[O-])cc1	8%
COc1ccc(C2Nc3ccccc3C(=O)N2c2ccccc2)cc1COc1ccccn1 (stereo not drawn)	17%
O=C1/C(=C/c2ccc3c(c2)OCO3)SC(=S)N1c1ccc(F)cc1	7%
Cc1ccc(NC(=O)CSc2nnc(-c3ccccc3)c(-c3ccccc3)n2)cc1	18%
CC(C)CNC(=O)CCCOc1ccc(Cl)cc1Cl	0%
COCCOC(=O)C1=C(C)NC(C)=C(C(=O)OCCOC)C1c1ccc(-c2cccc(Cl)c2)o1	8%
Cc1ccc(S(=O)(=O)NC(C)(C)C(=O)O)cc1	7%
COc1ccccc1OCCOc1ccc(/C=N/n2cnnc2)cc1	0%
COc1ccc(C(=O)Nc2ccccc2CO)cc1	8%
COC(=O)C1=C(O)/C(=C/c2cc(C)n(-c3cc(Cl)ccc3Cl)c2C)N=C1C	0%
Cc1cc(Cl)cc(C)c1OCCCCCCN1CCOCC1	11%
COc1cccc(NS(=O)(=O)c2ccc(NC(C)=O)cc2)c1	0%
CCOc1ccc(C(=O)Nc2ccc(F)cc2)cc1	5%
Cc1c(Cl)cccc1NC(=O)/C(C#N)=C/c1ccc(-c2ccc(C(=O)O)cc2)o1	8%
Cc1cc(C)cc(N2C(=O)NC(=O)/C(=C\c3cc(Br)c(O)c([N+](=O)[O-])c3)C2=O)c1	0%
Cc1ccc(/C(O)=C2\C(=O)C(=O)N(c3ccccc3)C2c2ccccc2F)cc1 (stereo not drawn)	2%
CC(O)(C#CCN1CCOCC1)c1ccccc1 (stereo not drawn)	8%
COc1cccc(COc2ccc3c(oc(=O)c4cc(OC)ccc43)c2C)c1	16%
COc1ccc(/C=C2\C(=O)NC(=O)N(c3ccccc3)C2=O)cc1I	39%
Cc1nc2ccc(Br)cn2c1C(=O)N/N=C\c1cccc2ccccc12	10%
CCOC(=O)C1=C(C)NC(=O)NC1c1ccc(OC)cc1 (stereo not drawn)	0%
COc1ccc(N2CC(C(=O)N/N=C/c3c[nH]c4ccccc34)CC2=O)cc1 (stereo not drawn)	21%
COc1ccccc1/C=N/Nc1nccnc1Cl	1%
CCC(=O)NC(c1ccccc1Cl)c1c(OC(C)=O)ccc2ccccc12 (stereo not drawn)	6%
CCCc1ccc(OCC(O)CNC(C)(C)C)cc1 (stereo not drawn)	0%
Cc1nc(NC(=O)c2ccc([N+](=O)[O-])cc2Cl)sc1C	11%
CCOc1ccc(N2C(=O)CC(N3CCN(c4cccc(Cl)c4)CC3)C2=O)cc1 (stereo not drawn)	5%
CCOc1cccc(C(=O)Nc2ccc(NC(=O)c3ccco3)c(OC)c2)c1	12%
COc1ccc(CC(=O)Nc2cccc(NC(=O)c3cccc(Cl)c3)c2)cc1OC	6%
CC(C)Oc1ccc(C(Cc2nc3ccccc3[nH]2)c2nc3ccccc3[nH]2)cc1 (stereo not drawn)	5%
CCOC(=O)Cc1csc(NC(=O)COc2ccccc2[N+](=O)[O-])n1	4%
CCN(CC)CCCCCCOc1ccc(C)cc1Cl	10%
CCOC(=O)c1c(N)n(-c2ccc(OC)cc2)c2nc3ccccc3nc12	0%
CC(C)(C)c1ccc(-c2nnc(NC(=O)Nc3ccccc3F)s2)cc1	21%
O=C(Nc1ccc2oc(-c3cccc(Cl)c3Cl)nc2c1)c1ccccc1Cl	23%
O=C(NCc1cccnc1)c1ccc(C#CC2(O)CCCCC2)cc1	0%
CCOc1ccc(NC(=O)c2ccccc2NC(=O)c2ccc(C)cc2)cc1	4%
COc1ccc(-c2nnc(Nc3ccccc3O)c3ccccc23)cc1	28%

Molecules above that contain two or more sulfur atoms, in the order listed:
SMILES	RNase H inhibition
CCC(C)c1ccccc1OCCn1cc(/C=C2/SC(=S)NC2=O)c2ccccc21 (stereo not drawn)	22%
Cc1ccccc1C(=O)Nc1ccc2nc(SCC(=O)Nc3ccccc3)sc2c1	6%
Cc1cccc2c1N(C(=O)Cc1ccccc1)C(C)(C)c1ssc(=S)c1-2	10%
O=C1/C(=C\c2cc3c(cc2Br)OCO3)SC(=S)N1Cc1ccccc1	0%
CCOC(=O)c1c(NC(=O)/C=C/c2cccs2)sc(C(C)=O)c1C	6%
O=C(Nc1cccc(NC(=O)c2cccs2)n1)c1cccs1	8%
O=C1/C(=C/c2ccc3c(c2)OCO3)SC(=S)N1c1ccc(F)cc1	7%

Later entries:
SMILES	RNase H inhibition
COc1ccc(OCCOCCOc2c(C)cc(Br)cc2C)cc1	11%
Cc1ccc(N2C(=O)NC(=O)/C(=C\c3ccc(I)o3)C2=O)cc1	11%
Cc1c(N2C(=O)/C(=C/c3ccc(F)cc3)SC2=S)c(=O)n(-c2ccccc2)n1C	8%
CC(C)Oc1c(I)cc(I)cc1/C=C(/C#N)c1nc2ccccc2[nH]1	6%
COC(=O)CN(c1ccccc1C)S(=O)(=O)c1ccccc1	13%
CC1(C)Nc2ccccc2N(CCC(=O)N2CCOCC2)C1=O	8%
COc1cc(/C=C2\SC(=S)N(C(C)C(=O)O)C2=O)ccc1O (stereo not drawn)	15%

This is a subset, so the mix of outcomes need not match the whole.
